Assay outcomes (PubChem)
PTAP TSG101 blk: blocks PTAP/TSG101 interaction to inhibit HIV-1 budding; AID 493005; Fluorescence polarization, FITC-PTAP peptide / Tsg101 binding; 340,000 tested, under 10 active; Potency, µM (titrated, usually from 115 µM), for the others: at the highest dose activity change, negative = inhibition, hits mostly inhibitors; Q99816; active = well fitted inhibition curve with a large enough effect in the main read-out, with a control signal flat, not every such curve was filed as active; inconclusive = small, poorly fitted or top-dose-only effect, or effect the other way, or a change in a side signal; inactive = no such curve, though single readings can be large or run the other way; note: potency is the fitted concentration of half-maximal effect; % of control where 0% means no effect
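FP read-out: FITC-PTAP peptide, 50 nM final, binding Tsg101 binding domain, 10 uM final; 20 min, r.t.; 10 mM HEPES pH 7.5, 0.15 M NaCl, 0.01% Tween 20, 3 mM EDTA, 0.1 mM TCEP.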
Mito fusion act: blocks mitochondrial division or promotes mitochondrial fusion | S. cerevisiae fusion-defective mutant growth rescue, CellTiterGlo 48 h | Potency, µM (highest dose often 46.1 µM), for inactives: at the top dose growth rescue (activation), usual class: activators | 320,000 compounds, 0.23% hits | AID 485298;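 note: potency is the fitted concentration of half-maximal effect; % of control where 0% means no effect; nearly all actives have a fitted effect of over 45% in size; temperature-sensitive fusion mutants such as fzo1-1 at 37 °C on non-fermentable ethanol glycerol medium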
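Temperature-sensitive fusion-defective S. cerevisiae (e.g. fzo1-1, mgm1-5) were grown with compound in YPEG medium (3% ethanol, 3% glycerol) for 48 hours at 37C. Growth rescue was measured as viability by CellTiterGlo luminescence after 10 minutes at ambient.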
S-ASM inh: human S-ASM enzyme inhibition | placental ASM, HMU-PC fluorogenic substrate, 60 min | 340,000 compounds, 0.006% hits | Potency, µM (series often up to 57.5 µM), inactives show top-dose activity change, negative = inhibition, hits mostly inhibitors | P17405; note: potency is the fitted concentration of half-maximal effect
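Steps: dispense placental human ASM, pin compound, wait 10 min at room temperature, add HMU-PC0 substrate at 9 uM final, incubate 60 min at 37 °C, add stop solution raising pH to 10, read fluorescence.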
TSHR antagonist: human thyrotropin receptor antagonism; TSHR-expressing cells, TSH-stimulated cAMP HTRF, 2 h; stronger effect = lower value; activity change, negative = inhibition, % at 11.5 µM; 330,000 compounds, 0.2% hits;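 active = activity change below a set negative limit, meaning inhibition stronger than a set level, cut at about -70% in these data; inconclusive = activity change between two set negative limits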; note: % is set by controls: 0 for no effect and ±100 for the full control effect
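Freshly harvested TSHR cells receive pin-tooled compound, then EC80 TSH at 4nM final. After 2 hours at 37 deg C, antibody in lysis buffer and cAMP-d2 are added; 30 minutes at ambient temperature precede the HTRF read.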
Menin MLL FP TR: displaces Texas Red mutant MLL peptide from human menin. 270,000 compounds, 0.23% hits. Menin + Texas Red MLL mutant peptide, fluorescence polarization. Potency, µM (top dose mostly 61.6 µM), inactives show at the top dose FP activity change, negative = inhibition, most hits filed as inhibitors. AID 1768. O00255; active = well fitted inhibition curve with a large enough effect in the polarisation, with a control signal flat, not every such curve was filed as active; inconclusive = small, poorly fitted or top-dose-only effect, or effect the other way, or a change in a side signal; inactive = no such curve, though single readings can be large or run the other way; the % refers to the polarisation; note: potency is the fitted concentration of half-maximal effect; % of control where 0% means no effect; many of its hits are not listed in these tables
CXXC DNA block: MLL CXXC-DNA interaction inhibition | Q03164 | MLL-CXXC / FITC-HOXA9 DNA fluorescence polarization | Potency, µM (series often up to 115 µM), inactives show at the highest dose activity change, negative = inhibition, usual class: inhibitors | 290,000 compounds, 0.037% hits | AID 2662; active = well fitted inhibition curve with a large enough effect in the polarisation, with a control signal flat, not every such curve was filed as active; inconclusive = small, poorly fitted or top-dose-only effect, or effect the other way, or a change in a side signal; inactive = no such curve, though single readings can be large or run the other way; the % refers to the polarisation; note: potency is the fitted concentration of half-maximal effect
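Fluorescence polarization: 7 uM MLL-CXXC (stock) preincubated 5 min with compounds, then 50 nM fluorescein-HOX-A9 DNA (stock) added; 30 min ambient. Buffer 50 mM Tris-HCl pH 7.5, 50 mM NaCl, 1 mM DTT, 0.05% BSA.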
Integrin act MD: activates integrin-mediated alleviation for muscular dystrophy. AID 624291. Potency, µM (doses to about 38.3 µM), for the others: top-dose activation, usual class: activators. 350,000 compounds, 0.064% hits. alpha7betagal myoblasts, beta-gal FDG fluorescence, 48 h;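 note: potency is the fitted concentration of half-maximal effect; 100% = response of the positive control SU9516; nearly all actives have a fitted effect of over 60% in size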
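alpha7betagal+/- myoblasts (passage 13, 250/well) treated 48 h at 37C with compounds at 1:260 dilution of DMSO stock. Lysed, then beta-galactosidase activity read as FDG fluorescence (ex 480/em 540) after 30 min, with pre-read for autofluorescence.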
AT treatment: candidate therapy for ataxia-telangiectasia. […] A-T fibroblasts, KAP-1 phosphorylation AlphaLISA; neocarzinostatin DNA damage 30 min before lysis. Potency, µM (highest dose often 57.5 µM), without a hit: at the top dose activation, usual class: activators. 320,000 compounds, 0.19% hits; note: potency is the fitted concentration of half-maximal effect; % of control where 0% means no effect; nearly all actives have a fitted effect of over 45% in size
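ATM-like activity read as KAP-1 phosphorylation via AlphaLISA donor/acceptor antibody pairs after lysis and 6 hr at 25C. Cells were ATM-null patient fibroblasts ([…], hTERT), dosed 60 min, then exposed to the DSB inducer NCS for 30 min.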
TCR act: activators of T cell receptors. 330,000 tested, under 10 active. primary human leukocytes, anti-CD3, IL-2 HTRF, 48 h. Potency, µM (highest dose often 9.22 µM), without a hit: at the highest dose activation of IL-2 secretion, hits mostly activators; note: % of control where 0% means no effect
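IL-2 release read by HTRF sandwich (Eu cryptate donor, d2 acceptor, 665 nm emission) after 48 hr exposure of primary human leukocytes to compound together with anti-CD3 beads in the absence of co-stimulatory signals.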
MBNL1 CUG block: MBNL1-poly(CUG) RNA binding inhibition; AID 2675; TR-FRET MBNL1-His/biotin-(CUG)12 binding, 665/545 ratio; Potency, µM (doses to about 57.5 µM), for the others: top-dose activity change, negative = inhibition, actives largely listed as inhibitors; Q9NR56; 280,000 compounds, 0.036% hits; active = well fitted inhibition curve with a large enough effect in the signal ratio, with a control signal flat, not every such curve was filed as active; inconclusive = small, poorly fitted or top-dose-only effect, or effect the other way, or a change in a side signal; inactive = no such curve, though single readings can be large or run the other way; the % refers to the signal ratio; note: potency is the fitted concentration of half-maximal effect; % is set by controls: 0 for no effect and ±100 for the full control effect
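TR-FRET readout: Ex 340 nm, 665/545 nm emission ratio, normalized to buffer-only (basal) and MBNL1-(CUG)12 controls. Complex of MBNL1-His with Biotin-(CUG)12, compounds 92 nM–58 uM, incubated 60 min at room temperature.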
Starred values were filed as active, the others as inactive; ? = inconclusive; · = not tested or not shown; [ ] = remark or other dose. Unless noted, calls come from the whole dose curve; as a rule, active = well fitted curve in the direction sought with a large enough effect; inconclusive = small, poorly fitted or top-dose-only effect, or another doubt; inactive = no such curve, though single readings can be large; an effect the other way counts as inactive or inconclusive. An excerpt; count on the stated rates, not on these rows.

SMILES | PTAP TSG101 blk | Mito fusion act | S-ASM inh | TSHR antagonist | Menin MLL FP TR | CXXC DNA block | Integrin act MD | AT treatment | TCR act | MBNL1 CUG block
Cc1ccn2cc(CCNC(=O)c3ccc(Br)o3)nc2c1 | 0% | 4% | 8% | 4 | -20% | -3% | -14% | 9% | -4% | 0%
Cc1ncc(CO)c2cc(C(=O)Nc3cccc(F)c3)c(=Nc3cccc(C(N)=O)c3)oc12 | -2% | 5% | 0% | -9 | 10% | 23% | 0% | -1% | -5% | ?
Cc1ccc(-n2nc3c(c2NC(=O)c2ccco2)CS(=O)C3)c(C)c1 (stereo not drawn) | -3% | -3% | · | 6 | · | · | 4% | 12% | 5% | ·
O=C1CCC(=O)N1c1nc2nc(-c3ccccc3)cc(=O)n2[nH]1 | -4% | 0% | 5% | 9 | · | -2% | 9% | -3% | 2% | -2%
O=C(CNC(=O)c1ccccc1Cl)N/N=C/c1ccc2c(c1)OCO2 | -3% | -5% | 1% | 3 | -22% | -7% | -12% | 0% | -6% | ?
COCCCNc1nc(SCc2ccccc2)nc2sc3c(c12)CCC3 | -5% | -1% | -7% | -4 | -9% | 4% | -44% | -6% | -4% | -7%
CCOc1cc(/C=C2\C(=O)N(Cc3ccc(C)cc3)C(C)=C2C(=O)OC)ccc1O | 2% | 1% | ? | 3 | 9% | -4% | -11% | 6% | -1% | -1%
CCc1noc(C)c1C(=O)Nc1ccc(F)c(F)c1F | -1% | 3% | -1% | 14 | · | · | 18% | 10% | -3% | ·
CSc1ccc(CNCc2ccc3c(c2)OCO3)cc1 | -6% | -6% | 0% | -7 | ? | 3% | 7% | -3% | -2% | -1%
COc1ccc(CNS(=O)(=O)c2ccc3oc(C(=O)O)c(C)c3c2)cc1 | -4% | 1% | 8% | -3 | 2% | 0% | 10% | -1% | -2%[46.1 µM] | -14%
COc1ccc(-n2c(=O)c3ccccc3n(Cc3ccc(F)cc3)c2=O)cc1OC | -4% | 3% | -1% | 8 | · | 8% | -11% | -4% | · | -10%
CCN(CC(=O)NCc1cccs1)C(=O)CCc1c[nH]c2ccccc12 | -5% | 1% | -1% | -2 | 16% | 10% | 4% | 0% | -15% | ·
O=C(O)c1ccccc1SCc1csc(-c2ccccc2)n1 | -2% | 10% | 0% | · | · | -8% | 10% | 2% | 1% | 6%
COc1ccccc1NC(=O)CSc1nc(N)c(C#N)cc1C#N | 8% | -5% | -3% | 7 | -7% | 30% | -6% | 0% | 10% | ?
CCOC(=O)N1CCC(N2CCN(S(=O)(=O)c3ccc([N+](=O)[O-])cc3)CC2)CC1 | -2% | -7% | 0% | 0 | · | 0% | 0% | 19% | -6% | ?
Cc1n[nH]c(=S)n1/N=C/c1ccccc1 | -1% | -20% | 2% | 7 | -1% | 2% | 12% | 1% | 4%[46.1 µM] | -4%[11.5 µM]
C/C(=N/NC(=O)CN1CCN(Cc2ccccc2)CC1)c1ccc([N+](=O)[O-])cc1 | -3% | -3% | -2% | 32 | · | -13% | 0% | 1% | 5% | ?
CCC(C)[C@H](NC(=O)OC(C)(C)C)c1nnc(SCc2c(C)[nH]c(=O)[nH]c2=O)o1 (stereo partly drawn) | -3% | 0% | 4% | 37 | 10% | 4% | 7% | -8% | -3% | -8%
Cc1c(C#N)c2ccccc2n1CC(=O)NCC1CCCO1 (stereo not drawn) | -3% | 0% | 5% | -4 | 2% | 0% | -18% | -1% | -3% | 0%
Cc1ccnc(NC(=O)c2cccc3ccccc23)c1 | -6% | -2% | -2% | -7 | · | 39%[activator] | -1% | 7% | -10% | 4%
CC(C)CC(C(=O)Nn1cnnc1)N1C(=O)c2ccccc2C1=O (stereo not drawn) | -2% | 5% | 6% | 20 | 3% | -11% | 0% | 5% | · | 4%
CO/N=C/c1ccc(Sc2ccccc2N)c([N+](=O)[O-])c1 | -3% | 12% | -12% | 32 | ? | 1% | 0% | 0% | -1% | ?
CCCOc1ccc(C(=O)N2CCCc3ccccc32)cc1 | -4% | -1% | -6% | -22 | -10% | -7% | -12% | 3% | 4% | 0%
CC(C)NC(=O)c1ccc(OC2CSC2)cc1 | 5% | -2% | 0% | 0 | 10% | -7% | -2% | 3% | 2% | 6%
C[C@@H](NC(=O)[C@@H]1Cc2ccccc2CN1C(=O)OC(C)(C)C)C(=O)NCC1CCCO1 (stereo partly drawn) | -1% | 0% | 3% | 5 | · | 17% | 0% | -4% | -1% | -8%

Random excerpt: 5 entries already listed, in no set order.
SMILES | PTAP TSG101 blk | Mito fusion act | S-ASM inh | TSHR antagonist | Menin MLL FP TR | CXXC DNA block | Integrin act MD | AT treatment | TCR act | MBNL1 CUG block
CCC(C)[C@H](NC(=O)OC(C)(C)C)c1nnc(SCc2c(C)[nH]c(=O)[nH]c2=O)o1 (stereo partly drawn) | -3% | 0% | 4% | 37 | 10% | 4% | 7% | -8% | -3% | -8%
CO/N=C/c1ccc(Sc2ccccc2N)c([N+](=O)[O-])c1 | -3% | 12% | -12% | 32 | ? | 1% | 0% | 0% | -1% | ?
Cc1ccn2cc(CCNC(=O)c3ccc(Br)o3)nc2c1 | 0% | 4% | 8% | 4 | -20% | -3% | -14% | 9% | -4% | 0%
CCOC(=O)N1CCC(N2CCN(S(=O)(=O)c3ccc([N+](=O)[O-])cc3)CC2)CC1 | -2% | -7% | 0% | 0 | · | 0% | 0% | 19% | -6% | ?
O=C(CNC(=O)c1ccccc1Cl)N/N=C/c1ccc2c(c1)OCO2 | -3% | -5% | 1% | 3 | -22% | -7% | -12% | 0% | -6% | ?

(cont.)
SMILES | PTAP TSG101 blk | Mito fusion act | S-ASM inh | TSHR antagonist | Menin MLL FP TR | CXXC DNA block | Integrin act MD | AT treatment | TCR act | MBNL1 CUG block
Cc1ccc(NC(=O)CN2C(=O)NC(Cc3ccccc3)C2=O)cc1 (stereo not drawn) | -2% | -3% | 2% | 8 | 4% | 1% | 17% | 11% | 5% | -3%
Cc1cccc(N2CCN(C(=S)c3ccc(-c4ccccc4[N+](=O)[O-])o3)CC2)c1 | -1% | 9% | -10% | -15 | 5% | -15% | ? | 0% | 8%[46.1 µM] | ·
Fc1ccc(NC(=S)N2CCCC(c3ccccc3)=N2)cc1 | -2% | 3% | -11% | -11 | · | 1% | 43% | 5% | -1% | -2%
CNC(=S)NNC(=O)c1cccn(Cc2cccc(Cl)c2)c1=O | -2% | 4% | 16% | -2 | ? | 0% | 17% | 3% | 7% | 1%
O=C(CSc1ncccn1)Nc1ccc(N2CCOCC2)cc1 | -2% | 1% | 4% | 7 | -2% | -23% | 0% | -6% | 3% | 2%
COc1ccc(NC(=O)C(Sc2nnc(-c3ccncc3)n2-c2ccccc2C)c2ccccc2)cc1Cl (stereo not drawn) | -2% | -21% | -26% | -9 | -1% | 4% | 0% | -7% | -3%[46.1 µM] | -12%
O=c1ccc(/C=C/c2ccccc2)nn1Cc1ccc(F)cc1 | 0% | 0% | 9% | -2 | 4% | -7% | -1% | 2% | 1% | ·
COc1ccc(NC(=O)c2cc3ccccc3o2)cc1 | -3% | 4% | 3% | -8 | 15% | -5% | 27% | 8% | 0% | 1%
COc1cccc(C2NC(=O)c3ccccc3O2)c1OCc1ccccc1F (stereo not drawn) | -1% | -3% | -1% | 0 | 7% | 8% | 2% | 1% | -6% | 7%
Cc1cccc(NC(=O)c2cccnc2)c1 | -5% | -5% | -1% | 3 | 11% | 3% | -43% | -8% | -5% | 0%
CCOC(=O)CSc1nc(=O)n2ccc(C)cc2n1 | 4% | -6% | 4% | -1 | -2% | 1% | 5% | 1% | 0% | 4%
C=CCNC(=O)C1COc2ccccc2O1 (stereo not drawn) | -6% | -1% | 1% | 0 | · | -1% | 8% | 2% | 5% | ·
CCOC(=O)c1cn(-c2nc(-c3ccc(Cl)c(Cl)c3)cs2)c2c(F)c(N3CCOCC3)c(F)cc2c1=O | -5% | 2% | -2% | -3 | -15% | 58%[activator] | 2% | 1% | -5% | -16%
CCNC(=O)c1cc2ccccc2o1 | -5% | -1% | 0% | -1 | -9% | 0% | -4% | -7% | 1% | 4%
O=C(c1ccc2c(c1)CCN2S(=O)(=O)c1ccccc1)N1CCN(c2ccccc2)CC1 | 1% | 8% | -4% | -22 | 0% | -3% | -2% | 1% | -3% | -11%
